Compound activity: PubChem BioAssay, several laboratories
Rab7 wt modul: alters GTP binding to wildtype dog Rab7; GST-Rab7 beads, fluorescent GTP binding, flow cytometry; actives lie on both sides; untreated = 100%, excess cold GTP = 0%; GTP binding activity (percent of control), % at 10 µM; actives 0.055% (n = 190,000); AID 758;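 active = fluorescent GTP binding to Rab7 beads changed by at least 20 points from the 100% baseline, either direction, mostly lower; inconclusive = compound itself probably fluorescent, or too few beads counted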;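 note: median green fluorescence of bound Bodipy-FL-GTP per Rab7 bead population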
Cdc42 wt: changes GTP binding to wildtype human Cdc42. P60953. GST-Cdc42 beads, Bodipy-GTP binding, flow cytometry; actives lie on both sides. percent activity (GTP binding), % at 10 µM. actives 0.2% (n = 190,000). AID 761;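 active = percent activity GTP binding at least 20 points away from the 100% baseline, either down as inhibitor or up as activator; inconclusive = compound flagged as likely green fluorescent from well-wide comparison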;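 note: median bead fluorescence of bound Bodipy-FL-GTP at 100 nM; 0% = excess unlabeled GTP control and 100% = no compound control; below 100% means less GTP binding so inhibitor and above means activator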
Target sequence (P60953 whole entry, looked up): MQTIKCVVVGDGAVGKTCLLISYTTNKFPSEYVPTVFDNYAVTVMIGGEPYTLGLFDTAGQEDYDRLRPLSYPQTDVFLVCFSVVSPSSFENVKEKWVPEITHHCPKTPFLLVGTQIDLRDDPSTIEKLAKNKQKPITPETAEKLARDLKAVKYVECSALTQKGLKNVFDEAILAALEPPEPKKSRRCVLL
GSH bead fluor: compound fluoresces at 488/530 nm on GSH beads. GSH beads flow cytometry, compound fluorescence 488/530 nm; stronger effect = higher value. fluorescence (KMESF) at 10 µM. actives 0.25% (n = 190,000); in the data active = fluorescence above about 89;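 note: glutathione beads carrying GST-tagged Bcl family fusion proteins plus one bare bead set; values are compound well signal with DMSO vehicle wells as background; inactives centre near 16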
Pf gamet viab: P. falciparum stage V gametocyte viability inhibition; P. falciparum stage V gametocytes, ATP luminescence, 24 h; inhibition, % at 10.9 µM; actives 0.065% (n = 150,000); AID 743093;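 active = inhibition above the mean plus 3 SD of compounds within the control limits, set per campaign, cut at about 38% in these data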;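 note: 0% = DMSO wells and 100% = medium only without gametocytes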
HRas wt GTP: changes GTP binding to wildtype human HRas. P01112. GST-Ras wt beads, Bodipy-FL-GTP binding, flow cytometry; actives lie on both sides. GTP binding activity, % at 10 µM. actives 0.14% (n = 190,000);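 active = GTP binding activity at least 20% away from the 100% baseline, either lowered as inhibitor or raised as activator; inconclusive = flagged as likely green fluorescent, judged across all proteins in the well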;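 note: 0% = unlabeled GTP competition control and 100% = no-compound control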
Target sequence (P01112 whole entry, looked up): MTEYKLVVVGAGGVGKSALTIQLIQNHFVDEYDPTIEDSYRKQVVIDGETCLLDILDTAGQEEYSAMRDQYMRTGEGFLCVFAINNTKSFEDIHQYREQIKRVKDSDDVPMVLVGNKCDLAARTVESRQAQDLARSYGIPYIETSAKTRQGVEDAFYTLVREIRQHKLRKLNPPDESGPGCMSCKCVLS
Rac1 wt modul: modulators of human Rac1 wildtype GTP binding | P63000 | GST-Rac1 beads, fluorescent GTP binding, flow cytometry; actives lie on both sides; 0 = cold GTP competed, 100 = untreated | AID 757 | GTP binding activity (% of control), % at 10 µM | actives 0.27% (n = 190,000);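 active = GTP binding activity at least 20 points away from the 100% control level, either lower or higher; inconclusive = compound flagged as likely green fluorescent, judged across all proteins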
Mcl1 Bid PPI: disrupts binding of human Mcl-1 to Bid peptide. inhibition, % at 21.7 µM. Q07820. TR-FRET Mcl-1/Bid-Dy647 peptide binding, 1536-well. actives 0.97% (n = 220,000). AID 1021;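 active = compounds that cut the binding signal by more than half at the single screening dose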;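 note: His-tagged Mcl-1 with europium anti-His antibody binding Bid BH3 peptide; 0% = Mcl-1 plus peptide wells and 100% = peptide-only wells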
Target sequence (Q07820 whole entry, looked up): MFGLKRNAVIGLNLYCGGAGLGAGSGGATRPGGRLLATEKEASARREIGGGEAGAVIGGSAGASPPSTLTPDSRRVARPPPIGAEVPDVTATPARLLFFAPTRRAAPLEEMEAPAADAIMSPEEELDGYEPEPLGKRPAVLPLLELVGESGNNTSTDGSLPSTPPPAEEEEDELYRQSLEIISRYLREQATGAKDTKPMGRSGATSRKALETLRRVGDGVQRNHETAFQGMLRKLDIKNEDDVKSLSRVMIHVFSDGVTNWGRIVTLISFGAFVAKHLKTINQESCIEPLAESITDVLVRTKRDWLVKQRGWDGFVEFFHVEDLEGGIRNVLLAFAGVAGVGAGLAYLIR
Avidin fluor: avidin bead compound fluorescence profile. Avidin beads, compound fluorescence 488/530 nm, flow cytometry; stronger effect = higher value. fluorescence (KMESF) at 10 µM. actives 0.38% (n = 220,000). AID 1775; in the data active = fluorescence above about 47; note: inactives centre near 10
Rac1 act GTP bind: alters GTP binding to activated mutant human Rac1; GST-Rac1 activated beads, fluorescent GTP binding, flow cytometry; actives lie on both sides; 100% means binding = to untreated wells; P63000; percent activity (GTP binding), % at 10 µM; actives 0.11% (n = 190,000);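 active = GTP binding at least 20 percentage points away from the 100% baseline, in either direction, so actives lie on both sides; inconclusive = Compound likely fluorescent itself, or too few beads counted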
Rab2A wt mod: changes GTP binding to wildtype dog Rab2A, up or down; GST-Rab2 wt beads, Bodipy-GTP binding, flow cytometry; GTP binding activity, % at 10 µM; AID 760; actives 0.19% (n = 190,000);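 active = GTP binding activity at least 20 points away from 100%, either lowered or raised; inconclusive = signal likely due to the compound's own green fluorescence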;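 note: 0% = beads with excess unlabeled GTP and 100% = no-compound control corrected for plate trend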
Mcl1 Noxa PPI: Mcl-1/Noxa interaction inhibition. actives 1.5% (n = 220,000). Q07820. inhibition, % at 21.7 µM. AID 1022. TR-FRET Mcl-1/Noxa peptide binding, 2 h;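 active = compounds that cut the protein-peptide binding signal by more than 50% relative to plate controls in a single-dose test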;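 note: His-tagged Mcl-1 with rhodamine Noxa BH3 peptide and terbium anti-His antibody; 0% = Mcl-1 plus Noxa peptide wells and 100% = peptide-only wells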
Active calls of the source: *; ? = inconclusive; . = not tested or not shown. The order is random. About 3% of those tested had a hit in this group.

SMILES,Rab7 wt modul,Cdc42 wt,GSH bead fluor,Pf gamet viab,HRas wt GTP,Rac1 wt modul,Mcl1 Bid PPI,Avidin fluor,Rac1 act GTP bind,Rab2A wt mod,Mcl1 Noxa PPI
COCCCNC(=O)c1ccc(CS(=O)(=O)Cc2cccc(C)c2)o1,100,103,17,13,98,103,-1,10,99,101,11
Cc1ccc(O)c(-n2nc3ccccc3n2)c1,94,98,10,6,96,100,-32,12,97,94,19
Fc1ccc(-c2cc(C(F)(F)F)n3ncnc3n2)cc1,104,99,13,3,98,98,8,12,95,99,-14
COC(=O)c1ccc(CSc2ccc3nnc(-c4cccc(F)c4)n3n2)o1,95,95,18,.,95,94,-20,8,96,91,2
CCC(NC(=O)Nc1cc(OC)c(OC)c(OC)c1)(C(F)(F)F)C(F)(F)F,99,103,4,.,101,98,-22,15,96,101,-8
CC(NC(=O)c1ccc(CS(=O)(=O)Cc2ccccc2F)o1)c1ccc2c(c1)OCCO2 (stereo not given),102,101,14,.,98,100,-2,24,96,97,1
COc1ccccc1NS(=O)(=O)c1cc(NC(=O)c2ccco2)ccc1N1CCOCC1,105,95,14,6,100,98,-20,11,97,98,29
CCOC(=O)c1snc2c(=O)[nH]cnc12,105,99,11,-9,102,99,13,11,98,101,-21
CCN(CC)S(=O)(=O)c1cccc(C(=O)NCCCN2CCOCC2)c1,95,98,40,.,97,99,-30,4,94,95,4
Cc1ccn2c(CNC(C)CCn3cccn3)c(C(=O)N3CCCCCC3)nc2c1 (stereo not given),104,99,10,8,99,100,-26,3,97,99,0
COc1ccc(OC)c(/C=N/NC(=O)c2[nH]nc3c2CCc2ccccc2-3)c1,99,97,5,14,100,103,-4,4,101,100,-8
O=C(CCCN1C(=O)/C(=C/c2cccs2)SC1=S)NNC(=O)c1ccccc1O,?,?,10,7,?,?,44,8,?,?,34
CCOC(=O)C1=C(C)N(C)C(C)=C(C(=O)OCC)C1c1ccc(Cl)cc1,103,98,11,-10,101,101,-8,13,97,99,-5
CCn1ncc(Br)c1C(=O)Nc1ccn(C23CC4CC(CC(C4)C2)C3)n1,102,98,7,.,103,107,-32,2,102,100,11
Cc1[nH]c2ccccc2c1CC(=O)O,98,102,21,.,100,101,-68,14,99,100,0
COc1ccccc1N1CCN(CCCC(=O)c2ccc(F)cc2)CC1,102,107,30,.,103,109,-36,12,98,102,6
Cc1ccc2cc(C(c3nnnn3C3CCCC3)N3CCOCC3)c(=O)[nH]c2c1C (stereo not given),94,97,17,6,96,93,12,16,96,96,-1
COc1cccc2c1OC1(C)CC2NC(=O)N1 (stereo not given),98,102,4,-21,99,101,-37,8,99,98,5
CCN(CC)C(=S)SC1CCCCN(C(=O)c2ccc(F)cc2)C1=O (stereo not given),105,98,18,20,99,99,-35,10,96,99,-1
CCOC(=O)Cc1csc(NC(=O)COc2ccccc2OCC)n1,103,103,23,-41,101,102,-12,6,99,101,-1
COc1cccc(Cn2cnc3c(NS(=O)(=O)c4cc(Cl)ccc4Cl)c(C)c(C)cc32)c1,94,96,66,.,95,93,-8,8,96,95,10
O=C(Cn1cnc2nc3n(c2c1=O)CCC3)NCc1ccccc1,98,106,22,9,103,105,7,13,99,102,14
Cc1ccc(NC(=O)CS(=O)Cc2nc(-c3ccc(C)cc3)oc2C)cc1 (stereo not given),101,100,26,.,101,104,-18,7,99,100,4
CC1CN(c2nc3ccccn3c(=O)c2C=O)CC(C)O1 (stereo not given),97,98,10,.,97,101,-26,11,93,97,-10
CCc1ccc(/C=C(/C#N)C(N)=S)s1,104,96,62,.,98,96,-32,29,94,98,14
Nc1ccc(-n2nnnc2-c2ccco2)cc1,99,100,39,-17,100,103,1,6,99,98,8
C=CCNC(=O)c1ccccc1NS(=O)(=O)c1ccc(SC)cc1,100,99,5,.,99,102,-7,6,97,95,-5
Cc1cc(NC(=O)COC(=O)CSCc2ccc(Cl)c(Cl)c2)no1,99,99,6,.,101,104,4,13,98,96,17
CC(c1ccc(Br)cc1)N1CC23C=CC(O2)C(C(=O)O)C3C1=O (stereo not given),94,94,24,.,94,94,-12,5,95,95,11
Nc1c(-c2ccc(Cl)cc2)cnc2ncnn12,97,92,17,-19,94,93,-8,14,93,92,-15

Continued:
SMILES,Rab7 wt modul,Cdc42 wt,GSH bead fluor,Pf gamet viab,HRas wt GTP,Rac1 wt modul,Mcl1 Bid PPI,Avidin fluor,Rac1 act GTP bind,Rab2A wt mod,Mcl1 Noxa PPI
CN1CCN(S(=O)(=O)c2ccc(N(C)Cc3cccs3)nc2)CC1,102,99,36,.,101,101,-12,8,98,100,-17
CCCCCCCCC(=O)NC(NC(=S)N1CCOCC1)C(Cl)(Cl)Cl (stereo not given),102,101,18,.,99,104,-19,5,98,97,-8
O=C1C2CCCN2C(=O)N1CCN1CCN(CCO)CC1 (stereo not given),100,100,9,10,100,103,11,4,99,95,31
CCCCOC(=O)c1ccc(NC(=O)C(=O)NCc2cccnc2)cc1,100,100,12,-1,99,102,-5,9,98,98,-14
CC(=O)c1ccc(OCC(O)COc2ccc(C(C)=O)cc2)cc1,102,100,21,.,99,105,-9,30,97,98,0
Cc1ccc2[nH]c(=O)c(CN(CC3CCCO3)S(=O)(=O)c3c(C)ccc4nsnc34)cc2c1 (stereo not given),102,104,19,.,103,101,7,8,99,103,0
COc1ccc(NC(=O)c2cc(-c3cccc(OC)c3)on2)cc1,102,96,10,4,98,92,-18,13,95,99,11
COc1cc(C2CC(=O)c3cnc(N4CCN(Cc5ccccc5)CC4)nc3C2)cc(OC)c1OC (stereo not given),85,83,16,.,84,84,11,8,81,81,-2
COc1ccc(-c2cn3c(C)c(C(=O)Nc4ccncc4)sc3n2)cc1,100,98,15,.,98,100,-19,6,98,96,12
CCCc1c(C)nc2c(Br)cccc2c1Cl,96,102,17,17,100,101,1,19,99,98,-2
Cc1ccc(NC(=O)NCC2CCN(Cc3cccc(Cl)c3)CC2)c(Cl)c1,98,94,18,-11,97,99,-2,10,97,97,22
Cn1nccc1C(=O)Oc1cccc(/C=N/NC(=O)c2ccccc2O)c1,95,94,10,15,95,94,-24,8,94,94,7
O=S(=O)(NCCOc1cccc2cccnc12)c1ccc(F)cc1,98,98,10,-13,97,98,-8,8,96,99,11
COc1cccc(N(C(=O)CCl)C(C(=O)NCCc2ccccc2)c2cccs2)c1 (stereo not given),99,94,7,-2,98,97,-39,16,96,96,1
COC(=O)c1ccc(N=c2sc(C(=O)OC)cc(=O)n2C)cc1,103,94,18,.,96,95,2,6,96,98,8
C=CCc1cccc(/C=N/NC(=O)C(=O)Nc2ccc(C)cc2)c1O,104,97,19,-15,98,96,-13,10,98,98,7
O=C(NCCN1C(=O)S/C(=C\c2ccccc2)C1=O)C1CCN(S(=O)(=O)c2cccs2)CC1,97,100,13,-31,99,102,5,13,99,98,9
CCn1c(=O)c(C(=O)Nn2c(C)nc3ccccc3c2=O)c(O)c2ccccc21,?,?,26,3,?,?,13,13,?,?,-5
COc1ccc(NC(=O)C(c2cc3c(cc2[N+](=O)[O-])OCO3)N(C)Cc2ccccc2)cc1 (stereo not given),97,97,7,.,98,100,-19,1,99,99,17
CSc1ccc(/C=C/c2ccc3cccc(O)c3n2)cc1,92,101,18,1,97,94,-51,9,97,98,-15
COc1cccc(CN2CCNC(=O)C2CC(=O)NCc2cc(C(C)C)no2)c1 (stereo not given),?,?,11,20,?,?,-54,8,?,?,-17
CCOC(=O)C1CCN(C(=S)Nc2cc(OC)c(OC)cc2C(=O)OC)CC1,101,103,13,.,102,101,-32,11,100,102,13
Cc1cc(-n2nc(C)cc2C)n2nc(C)c(-c3ccccc3)c2n1,103,103,38,.,103,107,-50,12,99,102,4
Oc1ccc(/C=N/Nc2ccc(C(F)(F)F)cn2)cc1,98,98,11,.,96,101,-47,9,96,96,28
COc1ccc(-n2c(Cn3c(=O)sc4ccccc43)nnc2SCC(=O)N2CCOCC2)cc1,100,93,12,.,97,97,-1,4,94,97,0
CN1CCN(c2nc(N3CCN(CCO)CC3)nc3ccccc23)CC1,101,99,13,.,99,100,13,10,96,98,37
CCCc1noc2c1/C(=N\O)CCC2,105,104,20,.,103,104,-4,34,99,104,-2
CC1CCN(c2c([N+](=O)[O-])c(=O)n(-c3ccccc3)c3ccccc23)CC1,106,104,21,.,102,101,-2,8,98,102,10
Cc1ccc(S(=O)(=O)N2CCC(C(=O)NNC(=O)C3CC3)CC2)cc1Cl,98,95,20,.,98,98,-15,9,94,96,9
Nc1n[nH]c2c1C1(CCCC1)Cc1ccccc1-2,96,98,23,.,99,102,9,9,98,101,11

Next compounds.
SMILES,Rab7 wt modul,Cdc42 wt,GSH bead fluor,Pf gamet viab,HRas wt GTP,Rac1 wt modul,Mcl1 Bid PPI,Avidin fluor,Rac1 act GTP bind,Rab2A wt mod,Mcl1 Noxa PPI
COc1ccc(OCCC(=O)NC2=NCCS2)cc1,100,104,33,-1,103,108,3,14,102,100,-8
N#C/C(=C/c1ccc(F)cc1)c1nc(CCN2C(=O)c3ccccc3C2=O)cs1,93,91,19,16,93,91,15,15,93,91,2
COc1cccc(NC(=O)Nc2ccc(C(C)(C)C)cc2)c1,95,94,21,-36,94,94,-30,6,94,95,3
Cc1ccc(-c2nnc(C)c(N3CC(C)OC(C)C3)n2)cc1 (stereo not given),101,102,20,-15,102,102,-8,31,99,99,-13
Cc1cccc(-n2cc(C(=O)O)c(=O)cc2C)c1,97,101,10,-6,97,100,7,12,98,99,9
O=C(CCC(=O)OCC(=O)c1ccc([N+](=O)[O-])cc1)NC1CCCCC1,96,103,6,.,102,105,-16,9,102,102,-17
Cn1c(CCC(=O)OCC(=O)NCC(F)(F)F)nc(=O)c2ccccc21,96,100,11,-9,102,99,-23,11,98,98,9
CC1CC(C)(C)NC(=S)N1CCCC(=O)Nc1ccc(Cl)cc1 (stereo not given),105,103,10,7,100,104,-62,11,97,101,-14
Clc1ccc(-c2csc(N3CCN(c4ccccc4)CC3)n2)cc1,?,?,16,0,?,?,3,26,?,?,4
CCC(C)n1c(SCC(=O)Nc2cc(C)on2)nc2ccccc2c1=O (stereo not given),101,103,12,.,103,101,-11,34,100,101,1
O=C(/C=C/c1ccc(OCc2c(F)cccc2Cl)cc1)N1CCOCC1,93,91,11,13,93,90,-21,10,92,95,4
